INS-1E GSIS act = primary screen for activators of insulin secretion dependent on glucose, INS-1E cells, GLuc reporter luminescence; AID 743287; activation, % at 16.6 µM; INS-1E GLuc reporter insulin secretion, 2-3 h; actives 0.61% (n = 370,000);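 active = lowest replicate activation of at least 40%, so every replicate reaches that level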;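 also: 0% = median of neutral control wells and 100% = median of IBMX positive control wells; some compounds called inactive have numbers as strong as hits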
RAD54 inh = inhibitors of human RAD54 branch migration; Q92698; RAD54 Holliday junction branch migration, FAM/BHQ fluorescence; inhibition, % at 10.4 µM; actives 0.14% (n = 360,000); AID 602329;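 active = mean normalized replicate activity at least 40 and at least half of replicates scoring 40 or more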;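 also: 0% = median of neutral control wells and 100% = median of positive control wells; inhibitors cause a drop in the FAM fluorescence signal; in these data hits start at about 50%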
Target sequence (Q92698 whole entry, looked up): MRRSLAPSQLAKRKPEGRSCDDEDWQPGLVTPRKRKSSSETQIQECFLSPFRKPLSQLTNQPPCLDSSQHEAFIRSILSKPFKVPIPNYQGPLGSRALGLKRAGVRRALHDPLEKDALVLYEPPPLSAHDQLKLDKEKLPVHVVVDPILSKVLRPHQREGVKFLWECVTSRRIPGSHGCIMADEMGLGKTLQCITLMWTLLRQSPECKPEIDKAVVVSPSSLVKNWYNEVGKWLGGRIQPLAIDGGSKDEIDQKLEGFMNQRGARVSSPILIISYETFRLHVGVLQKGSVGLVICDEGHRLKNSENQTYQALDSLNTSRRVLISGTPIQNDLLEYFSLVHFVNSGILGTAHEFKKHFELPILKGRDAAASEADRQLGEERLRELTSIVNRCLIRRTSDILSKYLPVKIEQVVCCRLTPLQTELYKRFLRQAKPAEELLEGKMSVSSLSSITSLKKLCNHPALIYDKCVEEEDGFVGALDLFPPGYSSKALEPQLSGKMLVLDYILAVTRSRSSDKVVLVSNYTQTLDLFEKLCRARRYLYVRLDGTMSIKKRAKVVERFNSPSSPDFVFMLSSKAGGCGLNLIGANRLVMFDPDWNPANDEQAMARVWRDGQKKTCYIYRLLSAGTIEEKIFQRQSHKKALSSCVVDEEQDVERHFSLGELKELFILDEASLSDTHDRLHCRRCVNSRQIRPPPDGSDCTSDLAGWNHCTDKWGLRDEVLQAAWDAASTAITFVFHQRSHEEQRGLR
Xi reactivation = activators of X-chromosome reactivation in mouse fibroblasts; activation, % at 7.58 µM; XiGFP mouse fibroblasts, % GFP-positive cells imaging, 3 d; cells co-treated with 5-aza-dC sensitizer; scaled so ellipticine positive control = 100%; actives 0.055% (n = 360,000); AID 743238;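 active = mean normalized replicate activation at least 10% and every replicate at or above 10%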;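 also: 0% = median of on-plate neutral control wells and 100% = ellipticine 6 µM median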
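System: XiGFP fibroblasts, SV40-immortalized. Medium: DMEM plus 5-aza-dC sensitizer. Doses: single point. Timing: 3 d treatment, 15 min room-temperature fixation. Control set: ellipticine 6 µM.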
F508del corr = correctors of CFTR F508del function in bronchial epithelial cells; actives 0.36% (n = 350,000); CFBE cells, YFP halide quenching; stimulated with forskolin plus potentiator P3; % fluorescence drop versus neutral controls; activity (quench increase), % at 7.58 µM;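 active = mean added fluorescence quench of at least 8% versus neutral control, with both replicates also reaching 8%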;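 also: cells transiently co-express mutant CFTR-F508del with the halide-sensitive YFP; corrector assay measuring rescue of mutant channel to the surface after 24 h compound exposure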
RAD52 inh = RAD52 (human) annealing inhibition; P43351; recombinant RAD52 DNA annealing, FRET fluorescence; inhibition, % at 18.7 µM; actives 0.46% (n = 360,000); AID 651710;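 active = every replicate showing at least 50% inhibition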
ERAP1 inh = inhibitors of human ERAP1 aminopeptidase; recombinant ERAP1, Leu-AMC fluorescence, 60 min; inhibition, % at 10.7 µM; actives 0.15% (n = 340,000); AID 652197;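 active = mean replicate inhibition of at least 30%, or all replicates individually reaching that 30% level; inactive = mean below 30% and not every replicate reaching it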;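 also: 0% = neutral control wells and 100% = L-leucinethiol positive control wells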
esBAF inh = inhibitors of esBAF chromatin remodeling in mouse ES cells; Bmi1-luciferase knock-in reporter, 24 h; 100% = twice the neutral-well signal; reporter increase, % at 12.5 µM; actives 2% (n = 350,000); AID 602393; in the data active = activation above about 40%;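 also: 0% = median of the plate's neutral control wells and 100% = double that signal; a rise in the Bmi1 reporter signal indicates esBAF inhibition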
ARNT-TACC3 inh = disrupts binding between human ARNT and TACC3; Q9Y6A5; inhibition, % at 9.99 µM; AlphaScreen His-ARNT PAS-B/GST-TACC3 binding, luminescence; TACC3 fragment carries E629A point mutation; actives 0.66% (n = 390,000);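 active = mean inhibition of replicates at least 50% and at least half of replicates each reaching 50%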;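 also: 0% = complete ARNT plus TACC3 wells and 100% = ARNT alone without TACC3; many hits fall short of the cut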
Starred values were filed as active, the others as inactive; . = no result given.

SMILES	INS-1E GSIS act	RAD54 inh	Xi reactivation	F508del corr	RAD52 inh	ERAP1 inh	esBAF inh	ARNT-TACC3 inh
Cn1cc([N+](=O)[O-])c(C(=O)NNC(=O)c2ccc([N+](=O)[O-])cc2)n1	-9	.	0.0	-1.2	-3	1	.	-6
Cc1ccc(CSc2nsc(C)c2C#N)cc1	4	-11	-0.1	2.0	-13	-2	29	-10
C[C@@H]1CN([C@@H](C)CO)C(=O)c2cc(-c3ccc(F)cc3)cnc2O[C@@H]1CN(C)S(C)(=O)=O	12	2	0.2	0.8	-6	-1	-7	-2
COc1ccc(CCn2c(=O)[nH]c3cc(C(=O)N4CCN(c5ccccc5)CC4)ccc3c2=O)cc1OC	-2	.	-0.1	-3.0	10	-2	.	-10
Cc1c(C(=O)NC2CCCCC2)sc2ncnc(N3CCN(c4ccccc4)CC3)c12	-10	-11	0.2	0.3	-5	2	7	-1
CCCCCCN1CCN(C2CN(CCCC)S(=O)(=O)C2)CC1 (configuration not stated)	2	-21	-0.1	-0.6	-16	.	-1	.
O=C(CC(F)(F)F)N1C[C@H]2[C@@H](c3ccccc31)[C@@H](CO)N2C(=O)C1CC1	-3	0	0.0	1.2	-3	-1	-4	4
Cc1ccc(C(=O)Nc2ccccc2N2CCCCC2)cc1S(=O)(=O)N1CCOCC1	-6	3	0.0	-0.6	4	-2	-3	3
CCOC(=O)c1nnn(CC(=O)N2N=C(c3ccccc3)CC2c2ccccc2)c1C(=O)OCC (configuration not stated)	-33	-9	.	.	.	.	-22	0
CS(=O)(=O)N(CC(=O)Nc1ccccc1C(=O)NCCc1ccccc1)c1ccc2c(c1)OCCO2	-32	-11	.	.	.	.	13	9

Random excerpt: 4 records from the list.
SMILES	INS-1E GSIS act	RAD54 inh	Xi reactivation	F508del corr	RAD52 inh	ERAP1 inh	esBAF inh	ARNT-TACC3 inh
C[C@@H]1CN([C@@H](C)CO)C(=O)c2cc(-c3ccc(F)cc3)cnc2O[C@@H]1CN(C)S(C)(=O)=O	12	2	0.2	0.8	-6	-1	-7	-2
CS(=O)(=O)N(CC(=O)Nc1ccccc1C(=O)NCCc1ccccc1)c1ccc2c(c1)OCCO2	-32	-11	.	.	.	.	13	9
Cc1ccc(C(=O)Nc2ccccc2N2CCCCC2)cc1S(=O)(=O)N1CCOCC1	-6	3	0.0	-0.6	4	-2	-3	3
CCOC(=O)c1nnn(CC(=O)N2N=C(c3ccccc3)CC2c2ccccc2)c1C(=O)OCC (configuration not stated)	-33	-9	.	.	.	.	-22	0

Carrying on:
SMILES	INS-1E GSIS act	RAD54 inh	Xi reactivation	F508del corr	RAD52 inh	ERAP1 inh	esBAF inh	ARNT-TACC3 inh
COc1ccc(C#Cc2ccc([C@H]3[C@H]4CN(S(=O)(=O)c5cn(C)cn5)CCCCN4[C@H]3CO)cc2)cc1	-20	-18	0.0	-0.7	-10	-3	32	14
CN1OC[C@@H]2CN[C@H](c3ccc(-c4cccc(F)c4)cc3)C[C@@H]21	.	-3	0.0	1.1	-15	-1	-13	.
C=CCNC(=O)CC(=O)N/N=C/c1cccc(C)c1	5	.	0.3	.	4	0	.	-4
COc1ccc(C2C(C(=O)OC3CCCCC3)=C(C)Nc3nnnn32)c(OC)c1OC (configuration not stated)	-4	.	-0.1	0.6	-8	0	.	-2
Cc1cc(C)cc(NC(=O)c2ccc(CSc3nnnn3C)cc2)c1	-7	-3	.	.	-8	0	17	-1
O=C(Nc1ccc(F)cc1)N1C[C@H]2[C@@H](c3ccccc31)[C@@H](CO)N2C(=O)Cc1cccnc1	4	2	0.1	-0.4	-13	-1	7	7
COc1cccc2c(Cl)c(CC=C(Cl)Cl)c(C)nc12	34	-2	0.3	-2.0	-16	-7	-5	-7
O=C(Nc1ccc(Nc2cccnc2)cc1)c1c[nH]c2ccccc12	-12	.	0.4	-0.7	13	-1	.	.
C=CCn1nc2n(c1=O)-c1ccccc1SC2	.	.	0.0	-1.5	-2	-3	.	-2
O=S(=O)(c1c(F)cccc1F)N(CCc1ccc(F)cc1)C[C@@H](O)COCc1ccccc1	-9	-5	-0.1	3.1	17	1	-6	-3
COc1ccc(NC(=O)Nc2ccc3c(c2)CC(=O)N([C@@H](C)CO)C[C@@H](C)[C@@H](CN(C)Cc2ccncc2)O3)cc1	-4	-2	0.3	-0.5	9	2	5	3
O=C1CSCN1c1ccc(Cl)c(Cl)c1	2	1	0.0	1.6	-9	1	-6	4
COc1ccc2c(CCNC(N)=S)c[nH]c2c1	-1	4	0.0	-0.3	-13	.	.	3
COCC(=O)N(C)C[C@@H]1Oc2cc(-c3ccccc3)ccc2S(=O)(=O)N([C@@H](C)CO)C[C@@H]1C	14	0	-1.0	2.3	3	1	-1	-4
Cc1ccc(NC(=O)Cn2cc(C=O)c3ccccc32)cc1	1	-3	0.0	0.2	-16	-3	8	2
COc1ccc(NC(=O)N(C)C[C@@H]2OCCCC[C@H](C)Oc3ccc(NS(=O)(=O)c4ccc(F)cc4)cc3C(=O)N([C@@H](C)CO)C[C@@H]2C)cc1	3	-4	0.0	-0.7	17	0	7	0
COc1cc(OC)cc(C(=O)NCC2CCCO2)c1 (configuration not stated)	.	.	.	-3.2	-18	.	-7	-5
CCCN(c1ccc(C(=O)OC)cc1)S(=O)(=O)c1ccccc1	8	-7	0.2	0.8	9	4	.	-9
CC(=O)OC1C(=O)N(Cc2ccccc2)C1c1ccc(C)cc1 (configuration not stated)	-13	-2	0.0	1.8	-10	-1	8	-2
Cc1cccc(NC(=O)CN(CC2CCCO2)C(=O)c2cc3ccccc3o2)c1C (configuration not stated)	14	.	0.0	-0.2	-3	0	.	-1
O=C(C[C@H]1C=C[C@@H](NS(=O)(=O)c2ccccc2)[C@H](CO)O1)NCc1ccncn1	-2	7	1.2	2.0	-7	0	2	.
CCCC(=O)Nc1ccc2c(c1)OC[C@@H](C)N(C(=O)c1ccncc1)C[C@@H](C)[C@H](OC)CN(C)C2=O	-4	11	0.2	1.5	-1	1	-2	-9
Nc1nc(NC(=O)c2ccccc2Cl)nn1-c1ccccc1	2	11	0.0	-0.9	-22	.	.	.
O=S(=O)(c1ccccc1)c1ccc(N2CCCCCC2)cc1	-6	2	0.1	-3.7	1	-2	-2	0
Cc1[nH][nH]c(=O)c1C=NCc1ccc(Cl)cc1	-8	0	0.0	0.6	-10	4	-7	1
CCOC(=O)Nc1ccc2c(c1)N(C(=O)CN1CCN(CCO)CC1)c1ccccc1CC2	2	-8	0.0	1.3	-5	-9	1	1
COc1ccc(Nc2nnc(SCC(=O)N(CC(C)C)C3CCS(=O)(=O)C3)s2)cc1 (configuration not stated)	7	4	0.0	0.7	-8	3	21	.
C[C@H]1CN([C@@H](C)CO)C(=O)c2cc(NS(=O)(=O)c3ccc(Cl)cc3)ccc2O[C@@H]1CN(C)C(=O)Nc1ccc(C(F)(F)F)cc1	-9	.	-0.6	3.4	.	.	3	.
COc1cc(C=O)c(Br)cc1OCC(=O)NCCc1ccccc1	-5	4	0.2	1.5	-23	0	5	-8
COc1ccccc1C(CNC(=O)c1cc(C)nc2ccccc12)N(C)C (configuration not stated)	1	0	0.3	0.6	-6	-1	4	-3
CC1=NN(c2nc(-c3ccc(C)cc3)cs2)C(=O)C1N=Nc1ccccc1O (configuration not stated)	-22	.	0.1	7.1	-9	-3	.	.
COc1ccc(Cl)cc1NC(=O)CN(C)C(=O)/C=C/c1ccco1	-3	5	0.0	1.9	-55	-1	3	-2
O=C(O)c1cn(-c2ccc(F)cc2)c2cc(N3CCNCC3)c(F)cc2c1=O	.	32	-0.2	-0.2	21	-2	0	5
C[C@@H](NC(=O)C[C@H]1CC[C@@H]2[C@H](COC[C@H](O)CN2C(=O)Nc2cccc(Cl)c2)O1)c1ccccc1	-25	0	0.2	-2.7	-4	4	10	-12
C[C@@H]1CN([C@@H](C)CO)C(=O)c2cc(-c3cccc(C#N)c3)cnc2O[C@H]1CN(C)Cc1ccc(F)cc1	8	-6	0.4	-1.4	-7	0	-4	26
CCOC(=O)C1CCN(C(=O)COC(=O)c2ccc3[nH]c4c(c3c2)CCCC4)CC1	10	1	0.0	3.0	-11	5	-9	1
COc1ccc(OCC(=O)Nc2ccccc2C(=O)NC2CC2)cc1	7	7	-0.1	-1.4	-4	3	0	-2
COc1ccc(NC(=O)Nc2ccc3c(c2)C(=O)N(C)C[C@@H](OC)[C@@H](C)CN[C@H](C)CO3)cc1	6	9	0.7	-0.1	.	.	7	-5
O=C(Nc1cccc(Cl)c1)N1C[C@H]2[C@@H](c3ccccc31)[C@@H](CO)N2C(=O)C1CC1	-12	0	0.1	1.2	1	-1	0	1
COc1cccc(/C=C2/SC(=O)N(C)C2=O)c1OCc1ccc(C(=O)O)cc1	8	.	0.3	3.1	-1	6	.	-3
O=C(Nc1ccc(OC(F)(F)F)cc1)Nc1cccnc1	-2	-6	0.4	2.2	-8	-6	17	3
CCN(CC(=O)Nc1c(F)cccc1F)C(=O)CCc1ccc(OC)cc1	12	.	0.0	-1.5	-6	0	.	-3
COC(=O)C1=C/c2ccccc2C(C2CC2)N(Cc2ccc(OC)cc2)/C=C\1C(=O)OC (configuration not stated)	.	3	.	4.7	3	1	.	17
COc1ccc(C)cc1NC(=O)Nc1cnccn1	8	.	0.0	-0.3	-9	5	.	0
C[C@H]1CN([C@@H](C)CO)C(=O)c2cccc(NC(=O)NC3CCCCC3)c2O[C@H]1CN(C)C	-5	-3	0.7	-0.8	4	1	-1	-12
O=C(NC1CCCC1)c1cccnc1N1CCCCCC1	15	-2	.	0.1	-9	2	-4	-6
CCC(C(=O)O)n1nnc(-c2ccc(OCc3ccccc3)c(OC)c2)n1 (configuration not stated)	-3	.	0.1	-0.7	-8	0	.	.
C[C@H]1CN([C@@H](C)CO)C(=O)c2cc(-c3ccc(C#N)cc3)cnc2O[C@@H]1CN(C)Cc1ccccn1	6	6	-1.2	-0.2	-18	-1	-2	10
CC1CCN(CCCOc2ccc(Cl)cc2Br)CC1	19	-3	-0.1	0.8	13	-1	7	-2
COc1ccc(NC(=O)Nc2ccc3c(c2)C(=O)N([C@@H](C)CO)C[C@H](C)[C@@H](CN(C)Cc2ccc(C(=O)O)cc2)OCCCC[C@H](C)O3)cc1	1	5	0.0	0.4	5	2	-2	-6
Carrying on.
SMILES	INS-1E GSIS act	RAD54 inh	Xi reactivation	F508del corr	RAD52 inh	ERAP1 inh	esBAF inh	ARNT-TACC3 inh
O=C(COc1ccc(Cl)cc1Cl)NNC(=S)NCc1ccco1	-10	.	0.1	0.5	-8	1	.	1
Oc1cccc(N2CCN(c3cccc(O)c3)CC2)c1	12	.	-0.2	-1.4	-25	0	.	.
CCCN1C[C@@H](C)[C@@H](OC)CN(C)C(=O)c2ccc(NC(=O)c3cccc(F)c3)cc2OC[C@@H]1C	5	-1	0.2	0.5	1	3	-1	-11
O=C1C(Cc2ccccc2)Nc2ncnc(N3CCN(c4ccccc4)CC3)c2N1Cc1ccc(Cl)cc1 (configuration not stated)	.	-1	0.0	4.6	-18	-4	3	-11
C[C@@H]1CN([C@H](C)CO)C(=O)Cc2cc(NS(C)(=O)=O)ccc2O[C@@H]1CN(C)Cc1ccc2c(c1)OCO2	-3	-1	0.4	0.7	.	.	0	.
CCCCNCc1nc2ccccc2c(=O)[nH]1	-18	.	0.1	0.1	-5	-3	.	1
Cc1ccc(C(=O)N2CCN(c3ccc4c(c3)C3CC4CCN3C(=O)OCc3ccccc3)CC2)cc1 (configuration not stated)	-12	4	-0.1	2.5	-13	.	23	.
O=S1(=O)N=C(N=Nc2c(O)[nH]c3ccccc23)c2ccccc21	5	.	0.0	.	-6	0	.	.
Nc1ncnc2c1ncn2[C@@H]1O[C@H](CNC(=O)[C@H](N)Cc2cscn2)[C@@H](O)[C@H]1O	15	-5	-0.1	-1.1	2	0	-2	4
COc1ccc2c3c([nH]c2c1)[C@@H](CO)N(Cc1ccccc1F)CC31CN(CC2CC2)C1	-4	.	0.1	3.5	30	0	.	.

Screening data from PubChem BioAssay.
